# S100A4 inh HTS: inhibitors of S100A4-myosin IIA peptide binding, primary screen, biochemical, fluorescence polarization, TAMRA-MyoIIA peptide. AID 652163, 2013. actives 0.14% (n = 360,000). inhibition, % at 10.7 µM. Protein S100-A4 (Homo sapiens), P26447;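 active = mean inhibition of at least 70% across replicates, with every replicate also reaching that level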
#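 incubation = readout 5 min after mixing, signal stable up to 60 min | system = S100A4 monomer protein | buffer or medium = HEPES pH 7.2 with CaCl2, KCl, NaCl, DTT, Triton | benchmarks = neutral control DMSO, positive control TFP | also added = fluorescent myosin IIA peptide, 5 nM | compound dosing = one concentration per compound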
# Xi reactivation: activators of inactive X chromosome reactivation, primary screen, imaging, XiGFP fibroblasts, GFP high-content imaging, set 2; XiGFP mouse fibroblasts, % GFP-positive cells imaging, 3 d; cells co-treated with 5-aza-dC sensitizer; scaled so ellipticine positive control = 100%; activation, % at 7.58 µM; actives 0.055% (n = 360,000); AID 743238, 2013;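 active = mean normalized replicate activation at least 10% and every replicate at or above 10%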;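 also: 0% = median of on-plate neutral control wells and 100% = ellipticine 6 µM median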
#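 Assay system – SV40-immortalized XiGFP fibroblast cells, line 68-5-11 · Buffer or medium – DMEM supplemented with 5-aza-dC as sensitizing agent · Dosing – one concentration, pinned · Benchmarks – positive control ellipticine, 6 µM final · Times – 3 days compound exposure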
# E-selectin induc: E-selectin induction in HUVECs, primary screen, imaging, HUVEC, immunofluorescence imaging, single point; P16581; activation, % at 7.58 µM; actives 0.37% (n = 260,000); normalized: neutral wells 0, TNF-alpha wells 100; AID 686992, 2013;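 active = mean E-selectin-positive cell signal at least 10% of the positive control, reached in at least 60% of replicates, without over 20% cell loss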;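 also: in these data hits start at about 27%; measured in HUVEC primary endothelial cells; signal is the percent of cells scored E-selectin positive by PE staining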
# Target sequence (P16581 whole entry, looked up): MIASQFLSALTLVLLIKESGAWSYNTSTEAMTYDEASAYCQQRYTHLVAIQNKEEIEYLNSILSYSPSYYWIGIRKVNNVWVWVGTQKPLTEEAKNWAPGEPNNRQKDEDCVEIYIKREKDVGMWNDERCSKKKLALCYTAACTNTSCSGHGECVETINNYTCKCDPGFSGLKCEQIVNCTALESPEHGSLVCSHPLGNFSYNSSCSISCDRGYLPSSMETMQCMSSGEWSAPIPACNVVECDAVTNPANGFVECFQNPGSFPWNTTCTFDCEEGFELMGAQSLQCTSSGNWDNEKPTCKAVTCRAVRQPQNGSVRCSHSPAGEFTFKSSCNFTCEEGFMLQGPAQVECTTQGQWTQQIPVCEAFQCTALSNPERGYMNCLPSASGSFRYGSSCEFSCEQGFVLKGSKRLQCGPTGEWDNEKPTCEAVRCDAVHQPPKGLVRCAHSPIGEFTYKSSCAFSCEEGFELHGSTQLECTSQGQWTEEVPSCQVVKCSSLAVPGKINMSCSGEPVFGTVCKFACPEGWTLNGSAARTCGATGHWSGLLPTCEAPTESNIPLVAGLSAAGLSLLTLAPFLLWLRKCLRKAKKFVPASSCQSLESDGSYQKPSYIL
#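 Material: HUVEC primary endothelial cells; Amount: 3,000 cells per well; Dosing: single concentration; Medium: EGM-2 growth medium on 0.1% gelatin-coated wells; Read-out basis: percent E-selectin-positive cells; Signal: immunofluorescence imaging; Control set: TNF-alpha, DMSO.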
# FN deposit inh: inhibitors of fibronectin matrix deposition, primary screen, AH1F cells, Alexa488-fibronectin fluorescence, plate reader. AH1F fibroblasts, overnight. inhibition, % at 12.6 µM. actives 0.086% (n = 350,000). AID 743247, 2014;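 active = mean inhibition across replicates of 30% or more, regardless of how many single replicates reach that level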;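 also: positive control wells lacked labelled fibronectin entirely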
#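 test system = AH1F fibroblasts assembling fluorescent fibronectin matrix | quantity = 10000 AH1F cells per well | buffer or medium = DMEM plus 2% serum, read in PBS | doses = single dose, pinned | incubation = 1 h cell attachment, overnight exposure to compound and label | detection = fluorescence at 485 nm excitation, 525 nm emission | read-out basis = inhibition from reduced deposited-fibronectin fluorescence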
# esBAF inh: Bmi1 luciferase reporter increase in mESCs, primary screen, esBAF inhibitor project, mouse ES cells, Bmi1 luciferase knock-in, single point; 24 h; 100% = twice the neutral-well signal; actives 2% (n = 350,000); reporter increase, % at 12.5 µM; in the data active = activation above about 40%;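 also: 0% = median of the plate's neutral control wells and 100% = double that signal; a rise in the Bmi1 reporter signal indicates esBAF inhibition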
# RAD54 inh: inhibitors of human RAD54 branch migration, primary screen, biochemical, fluorescence, single point. inhibition, % at 10.4 µM. DNA repair and recombination protein RAD54-like (Homo sapiens), Q92698. actives 0.14% (n = 360,000). RAD54 Holliday junction branch migration, FAM/BHQ fluorescence;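 active = mean normalized replicate activity at least 40 and at least half of replicates scoring 40 or more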;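 also: 0% = median of neutral control wells and 100% = median of positive control wells; inhibitors cause a drop in the FAM fluorescence signal; in these data hits start at about 50%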
# RAD52 inh: RAD52 DNA annealing inhibitors, primary screen, biochemical, FRET, single point, set 2; DNA repair protein RAD52 homolog (Homo sapiens), P43351; recombinant RAD52 DNA annealing, FRET fluorescence; inhibition, % at 18.7 µM; actives 0.46% (n = 360,000);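 active = every replicate showing at least 50% inhibition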
# Target sequence (P43351 whole entry, looked up): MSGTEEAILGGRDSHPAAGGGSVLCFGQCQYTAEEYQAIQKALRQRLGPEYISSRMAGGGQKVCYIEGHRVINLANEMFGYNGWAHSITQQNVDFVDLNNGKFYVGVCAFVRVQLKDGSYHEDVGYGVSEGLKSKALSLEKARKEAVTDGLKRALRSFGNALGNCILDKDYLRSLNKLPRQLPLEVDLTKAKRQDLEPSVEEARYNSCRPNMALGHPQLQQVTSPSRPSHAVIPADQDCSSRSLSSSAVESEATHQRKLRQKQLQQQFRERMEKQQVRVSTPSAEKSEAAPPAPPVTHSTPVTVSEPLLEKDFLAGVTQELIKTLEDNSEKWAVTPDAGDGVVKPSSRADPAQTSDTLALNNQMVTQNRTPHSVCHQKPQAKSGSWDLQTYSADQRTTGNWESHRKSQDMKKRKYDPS
# EWS-Fli inh: EWS/Fli-driven NR0B1 reporter inhibitors, primary screen, A673 cells, NR0B1 luciferase, luminescence, MLPCN library. actives 0.67% (n = 350,000). inhibition, % at 12.6 µM. viability-normalised;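 active = mean inhibition of at least 50% after viability correction, with every replicate also passing that limit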;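 also: firefly luciferase signal divided by Alamar Blue viability fluorescence both relative to DMSO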
# An asterisk follows results filed as active; / = not tested or not shown; & = joins results of further samples. Rows are unselected; any-hit rate near 3%.
SMILES,S100A4 inh HTS,Xi reactivation,E-selectin induc,FN deposit inh,esBAF inh,RAD54 inh,RAD52 inh,EWS-Fli inh
Cc1cc(NC(=O)CSc2nc(-c3ccc(Cl)cc3)cs2)no1,3,/,/,2,-6,-1,-6,/
CCC1CCCCN1C(=S)NC(=O)c1cccc([N+](=O)[O-])c1 (stereo unspecified),-2,-0.1,-0.4,0,-2,3,-8,/
O=C(NC[C@@H]1N[C@@H](CO)[C@H]1c1ccccc1)c1ccccc1F,/,0.2,0.1,3,5,6,-11,-13
C/C(=N/NS(=O)(=O)c1ccc(C(C)(C)C)cc1)c1ccc2c(c1)OCO2,1,0.0,-0.4,/,-9,-8,1,/
C[C@H]1CN([C@@H](C)CO)S(=O)(=O)c2ccc(-c3ccc(F)cc3)cc2O[C@H]1CN(C)C(=O)Nc1ccc(F)cc1,/,-0.5,0.1,-12,/,/,/,2
O=C(O)C1(C(=O)O)CCCC1,2,0.0,-0.2,-1,2,-4,1,-5
COc1ccc(C2=NS(=O)(=O)N(C)C(C(=O)N(C)Cc3ccccc3)=C2)cc1,7,0.0,/,-12,2,-6,-10,4
COc1ccc(C2CC(c3ccccc3)=NN2C(=O)CSc2ncccn2)cc1 (stereo unspecified),-3,0.1,/,/,/,-4,-15,-5
CN1CCN(C(=O)CCC(=O)NCc2ccc(F)cc2)CC1,15,0.2,0.1,-1,-4,2,-9,4
CCCS(=O)(=O)N1CCCC(C(=O)Oc2ccccc2Cl)C1 (stereo unspecified),-2,-0.1,0.9,-4,-5,7,-4,-7
Cc1ccccc1N1CCN(Cc2cc3c(cc2[N+](=O)[O-])OCO3)CC1,-1,0.1,0.0,6,-7,-24,-4,1
Nc1sc(-c2ccccc2)cc1-c1n[nH]c(=S)n1C1CCCCC1,0,0.3,1.1,7,/,-8,-12,59*
C[C@@H]1CN([C@@H](C)CO)C(=O)c2cccc(NC(=O)CCCCCC(=O)Nc3ccccc3N)c2O[C@H]1CN(C)CC1CCCCC1,-1,-0.9,6.5,-1,/,/,8,4
COc1ccc(C(=O)NCC(=O)N/N=C/c2ccco2)cc1OC,-5,0.0,/,-5,-1,-5,-12,1
CC1(c2nnc(-c3cccc(Cl)c3)o2)CC(c2ccc(C#N)cc2)=NO1 (stereo unspecified),/,0.1,-0.1,1,-2,4,/,-4
CCC(=O)N1C[C@H](C)[C@@H](OC)CN(C)C(=O)c2ccc(NC(=O)C3CCCCC3)cc2OC[C@@H]1C,-5,0.6,-0.2,-1,/,/,-3,-15
CC(=O)Nc1ccc(S(=O)(=O)NCC(=O)NNC(=O)COc2c(C)cccc2C)cc1,-2,0.4,25,-2,-9,9,-1,0
O=C(Nc1cc(Br)ccc1F)c1nc[nH]c1C(=O)NCc1ccccc1,4,-0.1,/,/,-2,1,-1,3
O=C(NCCc1ccccc1)c1cc(S(=O)(=O)N2CCCC2)ccc1F,-3,0.0,/,7,11,-8,-5,/
COc1ccc(NC(=O)Nc2ccc3c(c2)C(=O)N([C@@H](C)CO)C[C@@H](C)[C@H](CN(C)Cc2ccc(Cl)c(Cl)c2)O3)cc1,11,-1.4,-2.0,-5,5,7,6,0
C[C@@H]1CN([C@@H](C)CO)C(=O)Cc2cc(NC(=O)Nc3cccc4ccccc34)ccc2O[C@@H]1CN(C)CC1CCCCC1,2,0.1,-0.1,/,-7,2,9,-1
Cc1noc(C)c1NC(=O)N(C)C[C@H]1OCc2ccccc2-c2c(n(C)c3ccccc23)C(=O)N([C@H](C)CO)C[C@H]1C,-1,0.1,-0.2,-11,7,-8,3,7
COc1ccccc1C#Cc1ccc([C@@H]2[C@@H](CO)N3CCCCN(C(=O)C4CCC4)C[C@H]23)cc1,-2,0.0,-0.1,19,-8,17,42,3
COc1cccc(C(NC(C)=O)c2nc(-c3cnn(C)c3)cs2)c1 (stereo unspecified),8,0.1,0.4,/,3,-3,-11,0

# Full records, quoted from the list. Screens in order: S100A4 inh HTS	Xi reactivation	E-selectin induc	FN deposit inh	esBAF inh	RAD54 inh	RAD52 inh	EWS-Fli inh
# Shown for `Cc1noc(C)c1NC(=O)N(C)C[C@H]1OCc2ccccc2-c2c(n(C)c3ccccc23)C(=O)N([C@H](C)CO)C[C@H]1C` : -1	0.1	-0.2	-11	7	-8	3	7
# Shown for `COc1ccccc1C#Cc1ccc([C@@H]2[C@@H](CO)N3CCCCN(C(=O)C4CCC4)C[C@H]23)cc1` : -2	0.0	-0.1	19	-8	17	42	3
# Shown for `COc1cccc(C(NC(C)=O)c2nc(-c3cnn(C)c3)cs2)c1` (stereo unspecified) : 8	0.1	0.4	/	3	-3	-11	0

# Further results follow:
SMILES,S100A4 inh HTS,Xi reactivation,E-selectin induc,FN deposit inh,esBAF inh,RAD54 inh,RAD52 inh,EWS-Fli inh
COC(=O)[C@H](Cc1ccccc1)NC(=O)NCc1ccccc1,2,-0.1,-0.2,3,-7,-15,-2,-9
CCOc1ccccc1NC(=O)Nc1cc(C(=O)O)ccc1C,-1,0.0,/,-3,-8,/,-20,12
O=C(NCc1nnc(SCc2ccc(C(F)(F)F)cc2)n1-c1ccccc1)C12CC3CC(CC(C3)C1)C2,0,0.2,/,-13,/,/,-2,-1
CCCN(Cc1ccccc1)C(=S)Nc1ccc(F)cc1,-1,0.0,/,1,/,/,-3,18
C[C@H]1CN([C@@H](C)CO)C(=O)c2cc(C#CC3CCCCC3)cnc2O[C@H]1CN(C)S(=O)(=O)c1ccc(F)cc1,37&5,-1.2,1.5,5,-8&-21,10&9,-15&16,4&15
O=C(Nc1nc(-c2ccccc2)cs1)C1CCCO1 (stereo unspecified),0,/,/,/,32,-8,-13,-62
Cc1ccc(S(=O)(=O)N2CCN(C(=S)NCCc3ccccc3)CC2)cc1,1,0.0,5.7,7,-6,-10,-12,12
COc1ccc(C2/C(=C(/O)c3ccc(F)cc3)C(=O)C(=O)N2CCCN(C)C)cc1 (stereo unspecified),1,/,0.5,2,-10,-4,-11,-1
COc1ccc(NC(=O)CN(C)C(=O)c2ccc(-c3ccccc3Cl)o2)cc1,-2,0.2,0.7,10,15,-3,-25,-8
CC=Cc1ccc2n(c1=O)C[C@@H]1[C@@H](CO)[C@H](C(=O)NC3CCCC3)N(C(=O)C3CC3)[C@H]21 (mixture of isomers),2,0.0,0.0,/,/,/,5,-10
COc1ccccc1N1CC(O)=C(c2nc3ccccc3s2)C1=N,-4,/,/,/,5,3,5,-52
CN1CCN(C(=O)C[C@H]2C[C@H]3c4cc(NC(=O)C5CCOCC5)ccc4O[C@H]3[C@@H](CO)O2)CC1,6,0.0,-0.5,-7,7,3,-4,3
CC(=O)c1cccc(S(=O)(=O)N2CCN(CCOc3ccccc3)CC2)c1,-4,1.7,-0.1,-1,-3,6,-13,5
COc1ccc(C(=O)N[C@H](C(=O)NCc2ccco2)C(C)C)cc1,4,0.0,0.8,-1,6,-22,-9,1
CC(C)C(NS(=O)(=O)c1cccs1)C(=O)NCc1ccccc1Cl (stereo unspecified),-4,0.0,-0.6,-12,/,/,-11,-1
Oc1ccc(C2Nc3cccc4cccc(c34)N2)cc1,-1,0.0,3.2,-9,-6,6,-10,3
CCCN1[C@@H]2c3cccc(=O)n3C[C@H]1[C@H](CO)[C@H]2C(=O)N1CCCCC1,-1,0.3,-0.1,/,3,-10,1,-7
CN1c2ccc(C#Cc3cccnc3)cc2[C@@H]2[C@@H](CCN2S(=O)(=O)c2cccc(F)c2)[C@H]1CO,-6,0.0,0.4,12,7,-1,-16,4
CN(CC(=O)Nc1ccccc1C(F)(F)F)C(=O)CSc1nnc(-c2ccncc2)n1C,-12,-0.1,-1.1,13,-9,-5,-59,1
O=C(N[C@H]1CC[C@@H](CCNS(=O)(=O)c2ccc(Cl)cc2)O[C@H]1CO)c1cccnc1,-65,0.6,-0.1,/,-1,-7,1,1
C/C=C/c1ccc2c(c1)O[C@H](CN(C)C(=O)NC1CCCC1)[C@@H](C)CN([C@H](C)CO)S2(=O)=O,0,-0.9,0.1,2,4,-6,16,12
Cn1c(SCC(=O)Nc2ccc(N3CCOCC3)cc2)nnc1C1CC1,-4,-0.1,2.5,-2,3,/,-5,-11
COc1ccc(OC)c(CNc2ccc3c(c2)nc(C)n3C)c1,0,0.0,/,-3,0,-3,7,-38
CCOc1ccc(NS(=O)(=O)c2ccc(C(=O)N3CCC3)cc2)cc1,2,0.0,-0.6,/,5,-8,11,/

# 3 entries already listed, sorted by the value under RAD52 inh, largest number first.
smiles | S100A4 inh HTS | esBAF inh | RAD52 inh
CCOc1ccc(NS(=O)(=O)c2ccc(C(=O)N3CCC3)cc2)cc1 | 2 | 5 | 11
Cn1c(SCC(=O)Nc2ccc(N3CCOCC3)cc2)nnc1C1CC1 | -4 | 3 | -5
CC(C)C(NS(=O)(=O)c1cccs1)C(=O)NCc1ccccc1Cl (stereo unspecified) | -4 | / | -11

# (further entries)
SMILES,S100A4 inh HTS,Xi reactivation,E-selectin induc,FN deposit inh,esBAF inh,RAD54 inh,RAD52 inh,EWS-Fli inh
Cc1cc(NC(=O)c2cccc(S(=O)(=O)Nc3cccc(C(=O)O)c3)c2)no1,-4,0.0,-0.9,0,3,3,-21,-1
O=CN1CCN(c2c([N+](=O)[O-])c(=O)oc3ccccc23)CC1,0,0.1,/,1,-3,-1,-5,8
O=[N+]([O-])c1cccc(/C=C/C=N/Nc2nc(N3CCCCC3)nc(N3CCCCC3)n2)c1,-1,0.0,/,0,/,/,-4,5
C[C@@H]1CN([C@H](C)CO)C(=O)c2cc(NS(=O)(=O)c3cccs3)ccc2O[C@@H](C)CCCCO[C@@H]1CN(C)C(=O)c1ccccc1,9,-0.1,/,0,-2,-5,-40,1
COc1ccc(CNC(=O)COc2cc(O)c3c(c2)OC(C)(C)CC3=O)c(OC)c1,0,/,/,/,0,-1,-6,5
CSCCC(NC(=O)c1ccc(C(C)(C)C)cc1)C(=O)OCC(=O)N1CCCC1=O (stereo unspecified),0,0.1,-0.8,2,1,-5,0,-12
CNC[C@@H]1Oc2ccc(NC(=O)Nc3cccc4ccccc34)cc2CC(=O)N([C@@H](C)CO)C[C@H]1C,-47,-0.7,2.9,-8,-1,7,20,-5
Cc1ccc(S(=O)(=O)N2CCNC(=O)C2)c(C)c1,-2,0.0,-2.0,-1,-1,-3,-2,5
Cc1cc(NC2CCCCC2)n2c(n1)nc1ccccc12,-9,0.1,-1.3,3,/,/,-1,3
Cc1ccc(NC(=O)CCC(=O)NNC(=O)COc2ccccc2)cc1C,-5,0.7,-0.4,2,/,0,-7,7
CC(Nc1ccnc2cc(Cl)ccc12)c1ccc(S(N)(=O)=O)cc1 (stereo unspecified),-24,0.0,-0.3,7,6,9,-2,5
COc1ccccc1NC(=O)N[C@@H]1CC[C@@H](CC(=O)NCc2ccc(Cl)c(Cl)c2)O[C@H]1CO,3,-0.4,0.6,20,11,7,12,/

# Screening results as filed in PubChem BioAssay.
